Source: PubChem BioAssay (several laboratories)
APP 5UTR inh = APP translation inhibition; SH-SY5Y APP 5'UTR-luciferase reporter, luminescence; inhibition, % at 2 µM; actives 0.82% (n = 190,000); AID 1285;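 active means inhibition above a set limit, derived from the sample mean plus 3 SD, cut at about 45% in these data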; further: values of inactives mirror those of a sister screen read the other way
bIAP act = intestinal alkaline phosphatase (bovine) activation; purified bovine IAP, CDP-star luminescence, 30 min; hits give high values; fold of DMSO-control signal, blank-subtracted; activation factor at 20 µM; actives 0.17% (n = 200,000); AID 1016;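 active means activation factor of 2 or more at 20 µM, a signal rise over negative controls twice the positive control's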
FLuc inhib CS = Photinus pyralis luciferase inhibition counter-screen. P08659. ATPLite firefly luciferase biochemical luminescence, 10 min. inhibition, % at 10 µM. actives 1.5% (n = 200,000);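 active means inhibition above about 50% when tested at 10 µM, limit read from the data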
Target sequence (P08659 whole entry, looked up): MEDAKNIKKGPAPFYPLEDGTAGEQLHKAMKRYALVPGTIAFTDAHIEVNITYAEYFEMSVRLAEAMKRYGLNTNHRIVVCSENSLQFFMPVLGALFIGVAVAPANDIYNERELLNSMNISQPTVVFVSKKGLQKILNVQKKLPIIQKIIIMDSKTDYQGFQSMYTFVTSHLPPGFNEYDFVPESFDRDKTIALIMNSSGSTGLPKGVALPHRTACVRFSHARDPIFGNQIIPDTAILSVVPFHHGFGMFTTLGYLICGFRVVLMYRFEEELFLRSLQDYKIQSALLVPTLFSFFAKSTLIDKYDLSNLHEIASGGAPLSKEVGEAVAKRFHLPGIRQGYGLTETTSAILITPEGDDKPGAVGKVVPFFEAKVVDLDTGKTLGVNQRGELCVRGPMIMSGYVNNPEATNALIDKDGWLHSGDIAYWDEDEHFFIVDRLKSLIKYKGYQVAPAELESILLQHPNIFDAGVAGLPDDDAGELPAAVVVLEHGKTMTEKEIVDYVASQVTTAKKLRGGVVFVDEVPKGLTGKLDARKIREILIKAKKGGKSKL
TNAP inh hi DEA = blocks human TNAP under high phosphate acceptor concentration; purified TNAP, CDP-star luminescence, 1 M DEA; inhibition, % at 20 µM; actives 0.03% (n = 200,000);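 active means over 50% inhibition of tissue-nonspecific alkaline phosphatase at 20 µM in the single-dose screen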;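 further: plate controls were DMSO wells for no effect and EDTA-quenched wells as full inhibition for full effect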
Target sequence (P05186 whole entry, looked up): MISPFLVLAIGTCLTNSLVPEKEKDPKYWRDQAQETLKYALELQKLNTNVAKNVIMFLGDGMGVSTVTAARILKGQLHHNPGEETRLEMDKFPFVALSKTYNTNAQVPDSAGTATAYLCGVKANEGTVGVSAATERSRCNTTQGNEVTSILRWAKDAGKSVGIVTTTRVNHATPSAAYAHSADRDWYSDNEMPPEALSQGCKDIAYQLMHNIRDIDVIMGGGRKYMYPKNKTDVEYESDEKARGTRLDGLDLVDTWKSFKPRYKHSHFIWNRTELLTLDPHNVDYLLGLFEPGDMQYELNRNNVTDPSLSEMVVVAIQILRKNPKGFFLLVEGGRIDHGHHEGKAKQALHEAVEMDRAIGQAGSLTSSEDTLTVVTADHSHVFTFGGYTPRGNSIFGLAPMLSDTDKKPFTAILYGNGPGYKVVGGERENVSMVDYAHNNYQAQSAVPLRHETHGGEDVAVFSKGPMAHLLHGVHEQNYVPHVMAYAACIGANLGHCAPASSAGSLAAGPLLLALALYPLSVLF
TNAP inh noacc = blocks human TNAP activity with no phosphate acceptor present | P05186 | purified TNAP, CDP-star luminescence, 30 min | inhibition, % at 20 µM | actives 0.26% (n = 200,000) | AID 1012;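 active means tissue-nonspecific alkaline phosphatase inhibition above about 50% at 20 µM in the single-dose screen, limit read from the data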;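 further: 0% = DMSO negative control and 100% = EDTA positive control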
L major viab = reduces viability of Leishmania major promastigotes | resazurin fluorescence viability | inhibition, % at 10 µM | actives 9% (n = 200,000); in the data active means inhibition above about 50%;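 further: promastigotes grown with compound for 44 hours at 28 °C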
FLuc stim CS = firefly luciferase counter-screen for stimulation assays; P08659; ATPlite luciferase biochemical, luminescence, 10 min; 0 = ATP-free wells, 1 = DMSO control; activation factor at 10 µM; 200,000 tested, under 10 active;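 active means luciferase activation factor, scaled between plate controls, of at least 2 with compound at 10 µM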
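System: cell-free luciferase reagent; medium: PBS as buffer for the ATP substrate; doses: test compounds dosed from 2 mM stocks in 100% DMSO; incubation: 10 min, room temperature; measured by: luminescence from luciferase reaction; read-out: luciferase activation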
TNAP act hiacc = increases human TNAP activity under high phosphate acceptor concentration; AID 1136; 200,000 tested, under 10 active; activation factor at 20 µM; purified TNAP, CDP-star luminescence, 1 M DEA, 30 min; hits give high values; 0 = EDTA background, 1 = DMSO-only activity;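 active means activation factor at least 2 at 20 µM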
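Control set: EDTA negative control, DMSO positive control / Assay system: human TNAP / Quantity: TNAP 1/800 final / Evaluation: TNAP activation factor scaled between EDTA and DMSO control wells / Measured by: luminescent substrate turnover signal / Compound dosing: one dose, 20 µM / Times: 30 min enzyme reaction at room temperature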
RAM network inh = blocks the yeast RAM network; S. cerevisiae dse1pr::URA3 reporter, 5-FOA growth OD615, 2 d; analog-sensitive cbk1-as2 kinase mutant strain; inhibition, % at 50 µM; actives 1.8% (n = 190,000);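 active means inhibition above a set limit, 3 SD over mean compound inhibition, cut at about 8.4% in these data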;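 further: 0% = DMSO-only wells with no growth and 100% = 10 µM 1-NA-PP1 full growth; inhibition rescues growth on 5-FOA so higher OD means more RAM inhibition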
bIAP inh = intestinal alkaline phosphatase (bovine) inhibition | inhibition, % at 20 µM | purified bovine IAP, CDP-star luminescence, 30 min | 190,000 tested, under 10 active;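 active means over 50% inhibition of intestinal alkaline phosphatase at 20 µM in the single-dose screen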
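Assay system – bovine IAP enzyme · Quantity – bovine IAP at 1/65,000,000 final dilution · Detection – CDP-star luminescence signal · Times – 30 min reaction at room temperature · Also added – CDP-star substrate at 30 µM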
Starred values were filed as active, the others as inactive; . = no result given.

compound	TNAP inh noacc	bIAP inh	RAM network inh	bIAP act	APP 5UTR inh	L major viab	TNAP act hiacc	TNAP inh hi DEA	FLuc inhib CS	FLuc stim CS
COc1ccc(OCCC(=O)OCC(=O)Nc2cccc(S(=O)(=O)N3CCOCC3)c2)cc1	-9.0	-18.2	1.0	1.2	-7.3	-6.3	1	-2.1	12.5	0.9
O=C(NCC(c1cccnc1)N1CCN(c2ccc(F)cc2)CC1)c1cccc(Cl)c1 (stereo not given)	-6.2	0.4	0.7	1	17.3	96.5*	1	-2.7	-6.5	1.1
COc1cc(/C=N/NC(=O)c2cccnc2)ccc1OC(=O)c1ccc2c(c1)OCO2	-6.0	9.2	4.2	0.9	0.9	-1.3	1	-0.9	-3.4	1
O=C(Nc1ccc2nc3n(c(=O)c2c1)CCCC3)c1cccc([N+](=O)[O-])c1	-5.8	9.0	8.8*	0.9	-12.5	17.4	1	-0.5	-1.7	1
COc1cccc(/C(O)=C/c2nc3ccc(C(=O)NCCc4cccc(C)c4)cc3[nH]c2=O)c1	4.4	13.0	1.5	0.9	-12.4	13.6	0.9	12.7	-4.3	1
COc1ccc(C(=O)CCc2nc3ccccc3s2)cc1	-33.9	19.9	1.3	0.8	.	1.1	1	-1.9	-4.0	1
COc1ccc(N2C(=O)CC(Nc3ccc(N4CCOCC4)cc3)C2=O)c(OC)c1 (stereo not given)	-1.7	-8.3	4.3	1.1	-10.1	-5.0	1.1	-6.2	-10.5	1.1
Cc1ccc(-c2nsc(SCC(=O)NCC3CCCO3)n2)cc1 (stereo not given)	-10.5	2.2	0.8	1	-4.2	-2.3	1	-2.3	27.5	0.7
Cc1[nH]nc(S(=O)CC(=O)O)c1[N+](=O)[O-] (stereo not given)	-5.1	1.4	2.8	1	-14.4	-5.3	1	-4.0	-8.1	1.1
COc1ccc(-c2n[nH]c(=S)n2C2CCCCC2)cc1	-5.2	-18.4	1.0	1.2	9.6	-3.0	1	0.7	-0.6	1
O=C(O)CNc1ncccc1[N+](=O)[O-]	0.5	16.1	1.5	0.8	-2.6	-4.1	1	1.5	-6.9	1.1
NC(=O)COC(=O)c1cc(-c2cccs2)nn1-c1ccccc1	1.4	-18.0	5.6	1.2	-12.6	-9.3	1	-1.5	-5.6	1.1
COc1ccc(NCc2ccc([N+](=O)[O-])s2)c(OC)c1	-1.2	-14.2	-0.5	1.1	22.6	98.0*	1	4.0	-1.3	1
Cc1ccc(C(C)C)c(OCc2ccc(C(=O)N/N=C/c3cccc(O)c3O)cc2)c1	-94.3	10.5	5.2	0.9	79.7*	100.1*	0.9	5.1	6.1	0.9
CCS(=O)(=O)N1Cc2ccccc2CC1C(=O)OCC(=O)Nc1ccc(C)cc1 (stereo not given)	2.3	-3.4	6.2	1	4.3	-1.4	1	-2.4	-2.0	1
c1ccc(C2=Nn3c(nnc3-c3ccco3)SC2)cc1	-2.8	6.9	9.3*	0.9	-1.0	6.6	1	-1.7	-1.8	1
O=C(c1ccc(Br)o1)N1CCN(c2ccccn2)CC1	-11.3	-7.9	1.1	1.1	-7.2	-3.7	1	-2.5	-2.4	1
N/C(=N\OC(=O)c1ccccc1)c1ccncc1	-14.3	3.7	1.2	1	-38.4	6.3	1	-3.6	65.9*	0.3
COc1ccc(NC(=O)COC(=O)c2ccncc2)c(OC)c1	-9.8	-1.5	0.5	1	-9.8	-3.4	1	-3.3	-7.6	1.1
COc1ccc(N2C(=O)C(F)(F)C2c2cccc(F)c2)cc1 (stereo not given)	-11.4	6.4	0.8	0.9	-1.3	3.2	1.1	-6.3	-7.1	1.1
COc1ccc(N(C(=O)CNC(=O)c2cccs2)C(C(=O)NCC2CCCO2)c2ccccc2)cc1 (stereo not given)	-8.3	-3.5	3.6	1	7.9	5.8	1	-4.5	-6.1	1.1
Cc1ccc(C2CC(c3ccccc3Cl)n3nc(N)nc3N2)cc1 (stereo not given)	-6.2	7.5	0.2	0.9	-3.9	-0.4	1.1	-5.0	-4.6	1
O=C(COC(=O)c1cccc(S(=O)(=O)N2CCOCC2)c1)Nc1ccc2c(c1)OCO2	-17.1	7.7	1.7	0.9	9.9	-5.5	1.1	-9.3	-7.6	1.1
O=C(COC(=O)c1ccc(O)cc1)NCCCc1ccccc1	-11.8	2.4	1.2	1	5.5	0.2	1.1	-7.7	-7.3	1.1
Cc1ccc(S(=O)(=O)N(C)C)cc1NC(=O)c1ccc(OC(F)(F)F)cc1	-10.0	9.5	2.8	0.9	-12.2	-1.3	1	1.0	-5.1	1.1
CCOc1cc(/C=N\NC(=O)c2ccc(NC(=O)C(C)(C)C)cc2)ccc1OC(=O)c1cccc(C)c1	-1.1	20.8	4.9	0.8	16.0	22.6	1	-4.9	-12.3	1.1
O=C(CSc1cn(CCNC(=O)c2ccccc2)c2ccccc12)NCc1ccco1	-23.5	-11.6	1.7	1.1	.	3.0	1.1	-6.5	-3.0	1
Cc1cc(C)nc(SCC(=O)NCc2ccco2)n1	9.2	21.2	0.5	0.8	2.1	-5.0	1	-1.4	-6.0	1.1
Cn1cccc1/C=N/n1c(-c2ccccc2)n[nH]c1=S	2.7	16.4	0.2	0.8	1.0	-2.5	1	1.3	2.0	1
COc1ccc(OC)c(CNC(=O)C2CCCN(c3nc4ccccc4o3)C2)c1 (stereo not given)	-9.1	-8.6	1.9	1.1	13.2	1.8	1.1	-8.6	-3.3	1

Just TNAP act hiacc, for some of the entries so far:
| compound | TNAP act hiacc |
| --- | --- |
| O=C(NCC(c1cccnc1)N1CCN(c2ccc(F)cc2)CC1)c1cccc(Cl)c1 (stereo not given) | 1 |
| COc1cc(/C=N/NC(=O)c2cccnc2)ccc1OC(=O)c1ccc2c(c1)OCO2 | 1 |

More entries:
compound	TNAP inh noacc	bIAP inh	RAM network inh	bIAP act	APP 5UTR inh	L major viab	TNAP act hiacc	TNAP inh hi DEA	FLuc inhib CS	FLuc stim CS
Cn1c(=O)c2c(nc(Br)n2CCSc2nc3ccccc3o2)n(C)c1=O	-2.8	7.9	4.6	0.9	-3.1	-1.1	1	0.2	-4.0	1
Cc1ccc(-c2cn(S(=O)(=O)c3cccc([N+](=O)[O-])c3)nc2N)cc1	-1.6	-6.1	3.2	1.1	-14.7	3.2	1	-3.5	3.8	1
COC(=O)c1ccc(NC(=O)C(=O)N2CCCC2)cc1	0.6	2.5	2.3	1	-77.5	-4.5	0.9	6.3	21.5	0.8
COc1ccc(Cn2cc(C(=O)c3ccccc3)c(=O)c3cc(OC)ccc32)cc1	-9.1	24.5	4.3	0.8	-12.8	35.6	1.1	-5.0	-10.9	1.1
Cc1ccccc1N(CC(=O)NCCc1ccccc1)C(=O)c1ccc(N2CCCC2)nc1	-10.0	-26.9	1.7	1.3	-14.7	60.7*	1	-3.0	-2.9	1
COc1ccccc1-n1cnnc1SCC(=O)Nc1cc(C(C)(C)C)nn1-c1ccccc1	-16.0	-9.5	0.3	1.1	2.1	9.0	1	-0.4	-2.2	1
Cc1nc(SCc2ccc(O)c([N+](=O)[O-])c2)n[nH]1	12.4	-6.1	0.4	1.1	-8.7	26.0	0.9	8.9	-9.0	1.1
Cc1nc(SCC2(C)CC2(Cl)Cl)n[nH]1 (stereo not given)	32.0	-6.1	0.6	1.1	-5.9	-8.1	1	0.0	-1.2	1
CC(C)C(C(=O)Nc1ccc(S(=O)(=O)N2CCOCC2)cc1)N1C(=O)c2ccccc2C1=O (stereo not given)	-5.4	8.3	0.7	0.9	-2.7	-3.3	1	-1.6	-3.2	1
O=C(CN(Cc1ccccc1)C(=O)c1ccc2c(c1)OCCO2)NCc1ccc2c(c1)OCO2	-22.7	-17.7	2.1	1.2	8.5	-5.5	1	-2.5	0.4	1
CCN(C(=O)COC(=O)c1ccc(OC)c(S(=O)(=O)N2CCCc3ccccc32)c1)C1CCS(=O)(=O)C1 (stereo not given)	-10.1	-9.3	1.1	1.1	-19.7	-2.2	1.1	-6.6	-7.4	1.1
O=c1c2c(nc3c(-c4ccccc4)c[nH]n13)CCCC2	-18.1	13.1	0.2	0.9	-4.0	73.7*	1	0.7	-6.5	1.1
O=C(Nc1ccc(Cc2ccncc2)cc1)c1cccc([N+](=O)[O-])c1	-10.7	12.1	0.9	0.9	12.4	73.8*	1.1	-6.0	1.3	1
Cc1oc(-c2ccccc2)nc1CS(=O)CC(=O)N1CCc2ccccc2C1 (stereo not given)	4.2	-17.4	-0.3	1.2	.	-2.9	1.1	-6.3	-5.6	1.1
O=S(=O)(c1ccc2nc(Cc3cccc(C(F)(F)F)c3)[nH]c2c1)N1CCOCC1	-10.8	-7.5	-0.8	1.1	1.5	10.7	1	-3.0	-4.7	1
CN(C)/N=C/c1ccc(/C=N/NC(N)=S)o1	-8.5	-0.6	0.2	1	-7.2	-0.7	1.1	-5.0	-7.7	1.1
Cc1ccc(-c2nnn(CC(=O)N(c3ccccc3)C(C(=O)NC(C)(C)C)c3cccs3)n2)o1 (stereo not given)	-13.1	11.3	3.8	0.9	-4.6	-5.0	1	-1.6	-2.7	1
CCCNC(=O)N1CCCC(C(N)=O)C1 (stereo not given)	-12.2	-0.7	0.8	1	-17.1	-6.2	1	-2.5	-4.6	1
N#Cc1cn(CCOc2ccccc2F)c2ccccc12	-8.7	49.4	6.5	0.5	16.1	4.0	1	-1.4	-2.0	1
O=C(Nc1ccc(Cl)cc1C(=O)N1CCCC1)c1cccc([N+](=O)[O-])c1	1.3	8.5	1.4	0.9	-11.5	9.6	1	-1.2	0.6	1
C=CCn1c(SCC(=O)Nc2ccc(C(=O)OC(C)C)cc2)nnc1-c1cccs1	-6.3	-3.6	8.7*	1	-16.3	4.0	1	-4.8	-5.1	1.1
CCOC(=O)N1CCN(C(=O)COc2cccc3c2CCN(Cc2cccc(C)c2)C3=O)CC1	-15.3	14.2	1.0	0.9	-13.4	-9.3	1	-1.3	-3.9	1
COc1ccc(-c2cn3ccccc3n2)cc1OC	-7.6	2.5	0.0	1	-104.4	10.1	1	0.9	76.9*	0.2
CCCC(=O)Nc1cccc(NC(=O)c2ccc(C)c([N+](=O)[O-])c2)c1	-6.3	11.9	3.7	0.9	-4.9	19.8	1	-0.7	0.9	1
O=C(CN1C(=O)NC2(CCCCCCC2)C1=O)NCc1ccc2c(c1)OCO2	-5.2	12.5	1.9	0.9	-10.3	21.9	1	4.2	-5.1	1.1
Cc1cc(NC(=O)CSc2nnc(Nc3ccccc3)s2)no1	-10.8	47.8	3.7	0.5	0.0	-7.6	1	-4.3	-6.8	1.1
COc1cccc(-c2cc(C(F)(F)F)n3ncc(C(=O)N4CCc5ccccc5C4)c3n2)c1	-5.2	-12.5	8.3	1.1	18.7	21.8	1	-4.9	-2.2	1
